Bioassay records deposited in PubChem BioAssay by National Center for Advancing Translational Sciences (NCATS).
uPA generation – blocks generation of uPA at the cell surface; Potency, µM (series often up to 38.3 µM), inactives show at the highest dose activity change, negative = inhibition, actives largely listed as inhibitors; AID 540303; cell surface uPA generation assay, qHTS; hit rate 0.31% among 330,000; active = well fitted inhibition curve with a large enough effect; inconclusive = small, poorly fitted or top-dose-only effect; inactive = no such curve, though single readings can be large or run the other way; tested in mouse RAW 264.7 cells; note: % is set by controls: 0 for no effect and ±100 for the full control effect; nearly all actives have a fitted effect of over 55% in size
VP16 counter – counter-screen for ROR gamma inhibitors: Gal4-VP16 reporter; Drosophila S2 Gal4-VP16 UAS-luciferase, luminescence, 20 h; Potency, µM (series often up to 53.6 µM), for the others: top-dose activity, negative = inhibition, usual class: inhibitors; hit rate 3.5% among 310,000;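 note: Gal4-VP16 expression switched on by copper sulfate through the metallothionein promoter; % is set by controls: 0 for no effect and ±100 for the full control effect; nearly all actives have a fitted effect of over 50% in size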
p53 reactivator – restores transcriptional activity of mutant p53; H1299 p53-A138V BP100-luciferase reporter, luminescence, 24 h; Potency, µM (series often up to 92.2 µM), inactives show at the top dose activity change, positive = activation, actives largely listed as activators; hit rate 0.063% among 320,000; AID 504706; note: % of control where 0% means no effect; nearly all actives have a fitted effect of over 45% in size
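H1299 (p53-null), stable ts p53-A138V + BP100-Luc; 1000 cells/well, Opti-MEM/10% FBS; cpd 4 pt, 1:5; 24 h, 37 deg C, 5% CO2; detection reagent 10 min RT; luminescence.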
MBNL1 CUG block – inhibitors of human MBNL1 binding to CUG repeat RNA; Potency, µM (titrated, usually from 57.5 µM), for the others: top-dose activity change, negative = inhibition, usual class: inhibitors; TR-FRET MBNL1-His/biotin-(CUG)12 binding, 665/545 ratio; Q9NR56; hit rate 0.036% among 280,000; active = well fitted inhibition curve with a large enough effect in the signal ratio, with a control signal flat, not every such curve was filed as active; inconclusive = small, poorly fitted or top-dose-only effect, or effect the other way, or a change in a side signal; inactive = no such curve, though single readings can be large or run the other way; the % refers to the signal ratio; note: % is set by controls: 0 for no effect and ±100 for the full control effect
Target sequence (Q9NR56 whole entry, looked up): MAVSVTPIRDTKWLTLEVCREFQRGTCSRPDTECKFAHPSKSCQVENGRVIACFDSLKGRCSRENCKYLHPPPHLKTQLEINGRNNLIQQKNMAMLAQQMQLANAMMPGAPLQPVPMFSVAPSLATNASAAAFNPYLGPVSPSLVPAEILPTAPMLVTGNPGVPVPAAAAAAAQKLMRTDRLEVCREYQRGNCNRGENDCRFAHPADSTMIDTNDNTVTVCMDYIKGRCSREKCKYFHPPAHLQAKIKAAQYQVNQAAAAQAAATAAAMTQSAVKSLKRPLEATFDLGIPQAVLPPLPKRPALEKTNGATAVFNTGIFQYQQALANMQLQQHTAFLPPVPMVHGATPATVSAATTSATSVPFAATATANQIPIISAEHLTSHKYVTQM
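TR-FRET between His-tagged MBNL1 and biotin-(CUG)12 RNA, detected with Tb anti-His antibody (0.055 ng/ul) and streptavidin-XL665 (5 nM), 60 min at room temperature. Compounds titrated 92 nM to 58 uM; 665/545 nm ratio normalized to buffer and complex controls.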
FLuc modulator – counter-screen for miR-21 project: firefly luciferase inhibitors or activators. P08659. purified FLuc, Km substrates, luminescence inhibition. Potency, µM (series often up to 57.5 µM), without a hit: at the top dose activity change, negative = inhibition, hits mostly inhibitors. hit rate 6.9% among 360,000. AID 588342;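 note: plate controls were vehicle for no effect and reference inhibitor for full effect; nearly all actives have a fitted effect of over 55% in size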
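Purified P. pyralis luciferase, 10 nM final, with Km-level 10 uM D-luciferin and 10 uM ATP in 50 mM Tris acetate pH 7.5, 10 mM Mg acetate, 0.01% Tween-20, 0.05% BSA; 6-point qHTS titration about 60 µM downward; luminescence read.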
Rab9 prom act – Rab9 promoter activation; Potency, µM (highest dose often 9.22 µM), without a hit: top-dose activation, negative = inhibition, most hits filed as activators; hit rate 2.8% among 320,000; Huh7 Rab9 promoter-luciferase reporter, luminescence, 24 h; note: % of control where 0% means no effect; nearly all actives have a fitted effect of over 60% in size
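Huh7 cells stably carrying Rab9 promoter–luciferase reporter, plated 1500 cells/well, compound added after 2 h and incubated 24 h at 37 °C; luciferase luminescence then read after 10 min with detection reagent.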
RORgamma inh – blocks mouse ROR gamma transcriptional activity; hit rate 5.4% among 310,000; Drosophila S2 Gal4-RORgamma UAS-luciferase reporter, 20 h; Potency, µM (top dose mostly 53.6 µM), inactives show at the highest dose activity change, negative = inhibition, most hits filed as inhibitors; P51450; note: % is set by controls: 0 for no effect and ±100 for the full control effect; nearly all actives have a fitted effect of over 60% in size
Target sequence (P51450 whole entry, looked up, the tested form may be a part): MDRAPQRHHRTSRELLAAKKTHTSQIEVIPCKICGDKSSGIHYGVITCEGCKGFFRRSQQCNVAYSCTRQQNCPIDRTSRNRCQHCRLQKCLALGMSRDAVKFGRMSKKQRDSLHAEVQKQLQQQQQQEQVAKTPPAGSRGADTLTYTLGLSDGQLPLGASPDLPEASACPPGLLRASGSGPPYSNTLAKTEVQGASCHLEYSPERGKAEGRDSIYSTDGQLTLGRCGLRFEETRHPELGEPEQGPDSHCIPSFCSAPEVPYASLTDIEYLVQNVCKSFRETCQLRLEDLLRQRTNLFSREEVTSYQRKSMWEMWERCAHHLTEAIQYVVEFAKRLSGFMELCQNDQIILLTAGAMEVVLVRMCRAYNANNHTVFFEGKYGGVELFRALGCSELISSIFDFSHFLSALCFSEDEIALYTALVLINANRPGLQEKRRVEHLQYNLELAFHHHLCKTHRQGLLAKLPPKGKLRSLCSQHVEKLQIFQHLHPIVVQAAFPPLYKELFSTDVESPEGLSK
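Drosophila Schneider cells stably carrying a metallothionein-driven Gal4 DBD–ROR gamma fusion and a UAS-Photinus luciferase reporter were exposed to compound for 1 hr, then induced with copper sulfate (700 uM final) for 20 hr at ambient temperature before luminescence reading.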
ELG1 genotoxic – induces genotoxicity in HEK293T cells with luciferase-tagged ELG1; Potency, µM (titrated, usually from 46 µM), inactives show at the highest dose activity change, positive = activation, usual class: activators; hit rate 1.3% among 330,000; HEK293T ELG1-luciferase reporter, luminescence, 16 h; note: % of control where 0% means no effect; nearly all actives have a fitted effect of over 60% in size
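Luminescence read-out: rising ELG1-luciferase signal, reflecting elevated ELG1 protein under genetic stress, flags genotoxic compounds. Cells were treated for 16 hr at 37 °C before ONE-Glo detection.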
NPC1 promoter act – activates the NPC1 promoter; Huh7 NPC1 promoter luciferase reporter, 24 h; Potency, µM (titrated, usually from 9.22 µM), for the others: at the top dose activation, usual class: activators; hit rate 2.4% among 320,000;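 note: % of control where 0% means no effect; nearly all actives have a fitted effect of over 60% in size; reporter is driven by a mutant NPC1 promoter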
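Luminescence from an NPC1 promoter-driven luciferase reporter in stably transfected Huh7 cells was measured after 24 h compound treatment at 37 °C, followed by 10 min ambient incubation with luciferase detection reagent.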
BRCA1 expr act – increases BRCA1 expression. Potency, µM (highest dose often 46.1 µM), without a hit: at the top dose activation, hits mostly activators. MCF7-BRCA1-FFLuc reporter, luminescence, 48 h; response scale: scaled: vehicle 0%, 10 µM genistein 100%. hit rate 1.1% among 380,000. AID 624202; note: nearly all actives have a fitted effect of over 80% in size; some results filed as inactive show a strong effect at the top dose
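Luminescence from a BRCA1-driven firefly luciferase in MCF7 cells was the read-out, taken 15 min after substrate addition following 48 h compound exposure at 37 °C. Data were normalized to a 10 microM genistein control and DMSO vehicle.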
Active calls of the source: *; ? = inconclusive; · = not tested or not shown; [ ] = remark or other dose. Unless noted, calls come from the whole dose curve; as a rule, active = well fitted curve in the direction sought with a large enough effect; inconclusive = small, poorly fitted or top-dose-only effect, or another doubt; inactive = no such curve, though single readings can be large; an effect the other way counts as inactive or inconclusive. Potency is the fitted concentration of half-maximal effect.

SMILES | uPA generation | VP16 counter | p53 reactivator | MBNL1 CUG block | FLuc modulator | Rab9 prom act | RORgamma inh | ELG1 genotoxic | NPC1 promoter act | BRCA1 expr act
CCN(CC)C(=O)C[n+]1cccc(/C=N/O)c1 | -1% | ? | -2% | -12% | 1% | -6% | -6% | 1% | -3% | -38%
O=C(N/N=C/c1cc([N+](=O)[O-])ccc1Cl)c1cc(-c2ccccc2)nc2ccccc12 | 1% | 3% | -3% | -2% | -3% | -5% | 14% | -9% | 0% | 1%
COc1ccc(OCC(=O)NCCc2c[nH]c3ccccc23)cc1 | 0% | 2% | -7% | -6% | 1% | -1% | 2% | -2% | -1% | -25%
Cc1nn2c(c1-c1ccccc1)N=C(c1ccco1)CC2c1ccccc1 (stereo not given) | -4% | 17% | 15% | 7% | ? | -1% | 0% | 3% | -2% | -10%
CCCc1cc(C(=O)Nc2cc(C)on2)no1 | 8% | 24% | 14% | -4% | 21µM* | -5% | 22% | ? | 2% | ?
CC1(C)C/C(=N\O)c2cc3c(nc2C1)CCCC3 | 2% | 12% | 4% | -1% | -8% | -1% | -1% | -2% | 1% | 5%
Cc1ccc(CN(CC(=O)NC(C)(C)C)C(=O)CNC(=O)c2cccs2)cc1 | -2% | -5% | -5% | -8% | 0% | -8% | 10% | -2% | -1% | -7%
O=C1NC(=O)C(CC(=O)N(Cc2ccco2)C2(C(=O)NC3CCCCC3)CCCCC2)N1 (stereo not given) | 8% | -4% | -10% | -1% | 5% | -1% | -29% | 4% | 0% | -27%
Cc1cc(C)c(C#N)c(SCc2ccc(C(=O)O)cc2)n1 | 3% | 6% | 8% | 2% | -2% | -4% | -27% | 0% | 8% | -2%
CC(=O)Nc1ccc(C(=O)OCC(=O)c2cccc([N+](=O)[O-])c2)cc1 | 1% | 13% | -1% | ? | 1% | -7% | 20% | 1% | 2% | 1%
CCOc1cc(C2NC(=O)N(C)C(C)=C2C(=O)OC)cc(Br)c1O (stereo not given) | 4% | -3% | -16% | 5% | 12% | -3% | 10% | 1% | 0% | 16%
COCCCN(CC(=O)Nc1ccc(N2CCOCC2)cc1)S(=O)(=O)c1ccc(Cl)cc1 | 0% | 1% | -1% | -2% | -12% | 4% | -6% | -1% | -9% | -17%
O=C(NCC1COc2ccccc2O1)c1ccco1 (stereo not given) | 1% | 5% | 17% | -8% | -2% | 10% | 8% | 6% | 3% | 35%
Cc1nc2c(C(=O)Nc3ccc(N4CCCC(O)C4)cc3)snc2c(=O)[nH]1 (stereo not given) | -6% | -13% | 3% | ? | 3µM* | 2% | -11% | 12% | 17% | 33%
O=C(C1CC(c2ccc(F)cc2)=NO1)N1CCCCC1 (stereo not given) | · | -6% | ? | 0% | 15µM* | ? | 7% | ? | 3.2µM* | 70%
Cc1cccc(NC(=S)N2CCC(C(N)=O)(N3CCCCC3)CC2)c1C | 8% | -11% | -4% | -4% | 0% | -5% | -21% | 2% | -1% | 16%
CN(CCOCCOc1ccc(F)cc1)Cc1ccccc1 | -8% | 21% | · | -1% | 5% | 3% | 2%[1.91 µM] | -4% | -4% | 15%
COc1cc2ccccc2cc1C(=O)N1CCN(c2ccccc2O)CC1 | 1% | · | -8% | · | 1% | -4% | · | 1% | 0% | -8%
CCCCNc1ncnc2c1nnn2Cc1ccccc1Cl | 11% | -3% | · | 4% | -1% | 8% | -20% | 3% | -1% | -4%
CCN(CC)CC(C)(C)NS(=O)(=O)c1ccc(Cl)cc1 | -4% | -6% | 8% | -5% | 5% | -1% | 15% | 1% | -1% | -3%
Cc1ccc(C(=O)CC(C(=O)O)P(=O)(c2ccccc2)c2ccccc2)cc1 (stereo not given) | 7% | 0% | 0% | -1% | 1% | -7% | -11% | 0% | -5% | -1%
N#Cc1ccc(CSc2nnc(-c3cnccn3)o2)cc1 | 1% | 1% | ? | 9% | 0% | -4% | -17% | -2% | -1% | 2%
O=C(CN1CCSC1=NCc1ccccc1)c1ccc(Cl)c(Cl)c1 | 8% | -13% | ? | -20% | -2% | 2% | -17% | -1% | -1% | 9%
O=C(O)CSc1nnc(COc2cccc3ccccc23)n1Cc1ccccc1 | 1% | 6% | 0% | -8% | ? | -11% | 9% | 1% | 0% | 3%
Cc1[nH]c2ccccc2c1C(=O)COC(=O)C1CCC(=O)N1 (stereo not given) | 3% | -3% | -5% | -10% | 4% | 1% | -3% | 0% | 2% | 5%
CCC(=O)OC1CC(C)N(C(=O)c2ccccc2)c2ccc(C)cc21 (stereo not given) | 7% | 2% | -1% | 5% | 1% | -2% | 29% | -6% | -3% | -19%
O=C1CC(c2cccc(F)c2)c2c(c3ccccc3[nH]c2=O)O1 (stereo not given) | 0% | -3% | -6% | -5% | 4% | 0% | 25% | 0% | -4% | -11%
CC(=O)Nc1ccc(-n2nnnc2SCC(=O)Nc2cccc(NC(=O)c3ccco3)c2)cc1 | -3% | -21% | ? | ? | -19% | 1% | 0% | 0% | -3% | 3%
CCOC(CC(=O)NNC(=O)c1c(-c2c(Cl)cccc2Cl)noc1C)OCC | 4% | -1% | 1% | -19% | 0% | 1% | 17% | 1% | -8% | 2%
COc1ccc(NC(=O)NNC(=O)c2ccc(Cl)cc2Cl)cc1OC | 2% | -2% | -4% | 2% | -9% | -5% | 36% | 0% | -6% | -10%
COCCNC(=S)NNc1ccc(Cl)c(C(=O)O)c1 | 3% | 1% | 1% | · | -17% | -5% | -7% | 0% | 2% | 9%
COc1ccccc1NC(=O)Nc1ccccc1C(N)=O | -5% | -10% | 4% | -7% | -18% | 1% | -12% | 3% | 5% | 12%
CCn1c(SCC(=O)Nc2ccc(C)cc2)nnc1-c1cnccn1 | -6% | 4% | 8% | -1% | -16% | 0% | -5% | 2% | -1% | -6%
Cc1noc(C)c1COc1cccc(C(=O)NCc2cccc(Cl)c2)c1 | -2% | 1% | 3% | -1% | -3% | 0% | 44% | -3% | 1% | 0%
Fc1ccc(CSc2ncnc3c2oc2ccccc23)cc1 | 6% | -1% | 6% | · | 0% | 1% | -26% | 17% | -2% | -18%
CCOC(=O)COc1ccc2c(=O)c(-c3ccc(OC)c(OC)c3)c(C(=O)OCC)oc2c1 | 0% | -2% | -4% | · | 0% | 0% | -14% | -2% | -3% | -32%

Arranged by molar mass (smallest number first): part of the list above
SMILES | uPA generation | VP16 counter | p53 reactivator | MBNL1 CUG block | FLuc modulator | Rab9 prom act | RORgamma inh | ELG1 genotoxic | NPC1 promoter act | BRCA1 expr act
COc1ccccc1NC(=O)Nc1ccccc1C(N)=O | -5% | -10% | 4% | -7% | -18% | 1% | -12% | 3% | 5% | 12%
Cc1[nH]c2ccccc2c1C(=O)COC(=O)C1CCC(=O)N1 (stereo not given) | 3% | -3% | -5% | -10% | 4% | 1% | -3% | 0% | 2% | 5%
Fc1ccc(CSc2ncnc3c2oc2ccccc23)cc1 | 6% | -1% | 6% | · | 0% | 1% | -26% | 17% | -2% | -18%
CCn1c(SCC(=O)Nc2ccc(C)cc2)nnc1-c1cnccn1 | -6% | 4% | 8% | -1% | -16% | 0% | -5% | 2% | -1% | -6%
COc1ccc(NC(=O)NNC(=O)c2ccc(Cl)cc2Cl)cc1OC | 2% | -2% | -4% | 2% | -9% | -5% | 36% | 0% | -6% | -10%
CCOC(=O)COc1ccc2c(=O)c(-c3ccc(OC)c(OC)c3)c(C(=O)OCC)oc2c1 | 0% | -2% | -4% | · | 0% | 0% | -14% | -2% | -3% | -32%
CC(=O)Nc1ccc(-n2nnnc2SCC(=O)Nc2cccc(NC(=O)c3ccco3)c2)cc1 | -3% | -21% | ? | ? | -19% | 1% | 0% | 0% | -3% | 3%

(cont.)
SMILES | uPA generation | VP16 counter | p53 reactivator | MBNL1 CUG block | FLuc modulator | Rab9 prom act | RORgamma inh | ELG1 genotoxic | NPC1 promoter act | BRCA1 expr act
Cc1ccc(/C=N/NC(=O)CN(Cc2ccccc2)S(=O)(=O)c2ccc3c(c2)OCCO3)cc1 | 18% | -9% | 2% | · | 3% | 5% | 43% | -6% | -2% | -33%
CCOC(=O)c1c(NC(NC(C)=O)C(Cl)(Cl)Cl)sc2c1CCCC2 (stereo not given) | 5% | -16% | -19% | -4% | 5% | -4% | ? | -3% | -1% | -27%
NC(=O)N/N=C/C=C/c1ccccc1 | -2% | -12% | -1% | ? | -12% | 11% | 4% | 12% | 5% | 43%
Cc1[nH]n(-c2ccccc2)c(=O)c1/C=N/c1nn[nH]n1 | 3% | -6% | 3% | -22% | ? | -6% | -2% | 4% | 2% | 0%
O=C(COC(=O)/C=C/c1cccc(F)c1)Nc1ccc(Cl)cn1 | -2% | -2% | 2% | -7% | -2% | -2% | 7% | 2% | 0% | -4%
